Source: PubChem BioAssay (Sanford-Burnham Center for Chemical Genomics)
APJ ag – agonists of human apelin receptor APJ, primary screen, CHO-K1 cells, PathHunter beta-arrestin, luminescence. actives 0.11% (n = 330,000). P35414. activation, % at 20 µM. 0% DMSO wells, 100% apelin;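 active means activation more than six SD over the plate average, tested at 20 µM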;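 further: 0% = DMSO alone and 100% = apelin-13 at 10 nM; some results filed as inactive read as strong as hits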
Target sequence (P35414 whole entry, looked up): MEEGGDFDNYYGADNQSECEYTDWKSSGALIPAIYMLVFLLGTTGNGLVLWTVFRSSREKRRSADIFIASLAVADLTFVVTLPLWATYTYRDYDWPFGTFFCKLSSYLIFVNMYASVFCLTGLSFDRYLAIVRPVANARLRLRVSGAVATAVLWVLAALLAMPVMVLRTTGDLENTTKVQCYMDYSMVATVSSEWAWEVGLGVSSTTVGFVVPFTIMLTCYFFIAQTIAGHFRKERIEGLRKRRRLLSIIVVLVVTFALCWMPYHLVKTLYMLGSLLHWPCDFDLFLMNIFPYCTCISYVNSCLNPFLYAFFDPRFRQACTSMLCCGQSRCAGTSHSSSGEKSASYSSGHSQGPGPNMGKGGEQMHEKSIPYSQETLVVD
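Test system: CHO-K1 APJ beta-arrestin complementation cell line | Compound: Single test compound dose, 20 µM final, 1% DMSO | Incubation: Compound 90 min 25 °C, reagent 1 h | Measured by: beta-gal luminescence | Read-out basis: APJ–arrestin association signal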
tim10-1 inh – growth inhibitors of tim10-1 mutant yeast, primary screen, luminescence, uHTS. AID 463190, 2010. S. cerevisiae tim10-1 ts strain growth, BacTiter-Glo, 24 h. actives 2.2% (n = 330,000). inhibition, % at 20 µM;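 active means inhibition of at least 40%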;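 further: mutant grown at 25 °C; 0% = DMSO wells with yeast and 100% = wells holding no yeast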
tim23-1 inh – growth inhibitors of tim23-1 mutant yeast, primary screen, luminescence, uHTS; S. cerevisiae tim23-1 growth, BacTiter-Glo luminescence, 24 h; inhibition, % at 20 µM; actives 1.3% (n = 330,000); AID 463212, 2010;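 active means growth inhibition of the mutant yeast at or above 50%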;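 further: temperature-sensitive mutant grown at 25 °C; plate controls were DMSO-treated mutant yeast for no effect and medium wells lacking yeast for full effect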
TIM10 inh – growth inhibitors of isogenic TIM10 control yeast, primary screen, counter-screen for tim10-1 yeast inhibitor project, luminescence, uHTS. inhibition, % at 10 µM. S. cerevisiae TIM10 strain growth, BacTiter-Glo luminescence, 24 h. actives 1.4% (n = 330,000);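 active means inhibition of 40% or more at the single tested concentration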;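 further: wild-type TIM10 isogenic control strain grown at permissive 25 °C; 0% = DMSO yeast wells and 100% = minimal medium wells without yeast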
beta cell repl – inducers of MIN6 beta-cell proliferation, primary screen, ATP luminescence, uHTS; MIN6 cells proliferation, ATPlite luminescence, 48 h; cells starved in 0.2% serum; 100% = growth in 10% serum; proliferation, % at 10 µM; actives 0.29% (n = 330,000);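 active means compounds whose signal lies at least 3.5 SD above the mean of all wells on their plate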;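 further: 0% = DMSO-treated cells in low-serum medium and 100% = 10% serum control; some compounds called inactive have numbers as strong as hits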
NLRP3 yeast inh – NALP3 inflammasome inhibitors in reconstituted yeast, primary screen, luminescence, uHTS. Yeast reconstituted NLRP3/ASC/caspase-1, beta-gal luminescence, 24 h. inhibition, % at 10 µM. actives 0.39% (n = 330,000). AID 2825, 2010;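 active means inhibition of 50% or more; inactive means inhibition below 50%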;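 further: plate controls were induced DMSO wells for no effect and uninduced yeast grown without galactose for full effect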
MPTP block – mitochondrial permeability transition pore inhibitors, primary screen, biochemical, isolated mouse mitochondria, absorbance; Ca2+ swelling absorbance, 30 min; actives 1.4% (n = 360,000); inhibition, % at 10 µM;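 active means inhibition of 50% or more, scaled per plate between neutral and stimulator controls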;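 further: 0% = DMSO wells given calcium and 100% = 1 mM EGTA wells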
APJ antagonist – antagonists of human apelin receptor APJ, primary screen, CHO-K1 cells, beta-arrestin complementation, luminescence. inhibition, % at 20 µM. actives 0.32% (n = 330,000). AID 2521, 2010;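 active means inhibition above about 40% at 20 µM, limit read from the data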;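 further: cells challenged with 10 nM apelin-13 agonist together with compound; plate controls were apelin-13 plus DMSO wells for no effect and DMSO wells lacking apelin-13 for full effect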
GRIN3A LBD mod – binders of NR3A ligand-binding domain, primary screen, biophysical, differential scanning fluorimetry, uHTS; Glutamate receptor ionotropic, NMDA 3A (GRIN3A) ligand-binding domain; actives 2.5% (n = 340,000); Tm shift relative to glycine control, % at 25 µM; AID 1259313, 2017; NR3A LBD differential scanning fluorimetry, Tm shift; 0% = protein alone, 100% = glycine-bound protein;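 active means melting temperature shift of at least 10% of the positive control shift, at one fixed dose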
The depositor's hits bear a star; x = not tested or not shown.

SMILES	APJ ag	tim10-1 inh	tim23-1 inh	TIM10 inh	beta cell repl	NLRP3 yeast inh	MPTP block	APJ antagonist	GRIN3A LBD mod
CCN=C(Nc1ccc2c(c1)OCO2)SC1CC(=O)N(c2ccccc2F)C1=O (stereo not drawn)	-1	18	7	2	-2	13	-5.4	-18	1
CCCc1n[nH]c(=O)c2c1nnn2Cc1ccccc1F	-4	17	7	-6	-1	5	1.1	6	-2
Cc1nnc(NCCc2ccccc2)[nH]c1=O	1	9	-3	4	0	-13	0.7	18	1
Cc1cccc[n+]1CC(=O)Nc1cccc([N+](=O)[O-])c1	-4	5	2	4	-1	2	-1.1	24	-1
Cc1cccc(C)c1NC(=O)CSc1ncnc2[nH]ncc12	1	-13	-8	-2	0	3	-0.9	8	-1
CCOc1ccc(C2=C(C=Nc3c(C)n(C)n(-c4ccccc4)c3=O)C(c3ccc(F)cc3)c3ccccc3O2)cc1 (stereo not drawn)	-2	32	15	29	-2	6	0.7	15	-1
S=C(Nc1ccc(Nc2ccccc2)cc1)N1CCN(c2ncccn2)CC1	0	-9	-4	0	-2	-5	0.6	15	-1
CC1(OC(=O)C2CCCC2)C(=O)C=C2C=C(c3ccsc3)N(CCN3CCOCC3)C=C2C1=O (stereo not drawn)	14	6	17	11	-3	5	x	-22	x
COC(=O)c1ccc(CN2C(=O)NC3(CCC(C)CC3)C2=O)o1 (stereo not drawn)	2	0	10	1	-2	3	-1.8	-3	-5
Cc1ccc(C(=O)NCC(=O)NCC(c2cccs2)N2CCOCC2)cc1C (stereo not drawn)	-5	5	15	1	-2	7	0.7	3	-2
O=C(C1CCCN(S(=O)(=O)c2ccc(F)cc2)C1)N1CCCCC1 (stereo not drawn)	-2	2	26	-2	1	6	1.9	3	-3
COc1ccccc1C1N=C(c2ccccc2C)NO1 (stereo not drawn)	-1	0	14	4	0	18	-0.3	14	2
COc1ccccc1CNC(=O)COC(=O)c1ccc(N2CCCC2=O)cc1	-3	-8	3	2	-3	18	-1.5	-13	-4
O=C(c1ccccc1)c1ccc2nc(Nc3ccccc3)c3nncn3c2c1	-1	5	-5	9	-5	5	0.1	-13	-5
CCOc1c2ccc(C(=O)NCCc3ccc(C)cc3)cc2nn1CC	5	-33	6	-12	2	19	-2.7	10	1
Cc1ccc2nc(-c3ccncc3)cc(C(=O)NCCc3ccc(F)cc3)c2c1	1	23	8	-20	-5	3	-3.6	-13	-2
C[C@H]1CN=C(Nc2ccccc2)N1CC1CCCCCC1	3	-13	10	-1	1	8	0.8	5	-2
CC(C(=O)Nc1ccc(C#N)cc1)N(C)CC(=O)Nc1cccc(F)c1 (stereo not drawn)	-2	2	6	-3	-1	13	0.6	6	7
CC1CCN(S(=O)(=O)c2ccc3[nH]c(=O)[nH]c3c2)CC1	0	8	6	-3	0	13	-0.2	-6	0
CCN(CC)c1ccc(NC(=O)OC)cc1	-4	10	-2	-19	-3	0	-1.3	-9	2
OCc1nc2ccccc2n1Cc1ccc(Cl)cc1	-3	-6	-3	-3	2	7	1.2	-12	-1
COc1ccc(C(=O)O)cc1F	2	11	2	-11	-2	4	-0.5	-4	3
COc1ccc(Cl)cc1NS(=O)(=O)c1cccc(C(=O)NCC(C)(C)N2CCOCC2)c1	-2	12	6	4	-2	6	0.0	10	-3
COc1ccc(-c2cc(=O)oc3cc(OC(C)C(=O)NCCCn4ccnc4)ccc23)cc1 (stereo not drawn)	-2	-9	-9	-9	4	-6	2.1	16	-4
O=C(Nc1ccccc1C(=O)O)c1ccc(N2C(=O)C3CC=CCC3C2=O)cc1 (stereo not drawn)	-4	14	-4	-5	1	6	36	0	1
Cn1nc(C(C)(C)C)cc1C(=O)NCc1cc(F)cc2c1OCOC2	7	3	10	-5	-4	14	92*	8	1
C=C(C)C1CC=C(C)/C(=N\NC(=O)CNc2ccccc2OC)C1 (stereo not drawn)	-2	18	9	2	-3	-12	3.8	-8	1
Cc1ccccc1NC(=O)N1C2CCCC1CC(NC(=O)C1CC1)C2 (stereo not drawn)	1	3	4	3	-1	-9	-1.0	-5	1
O=S(=O)(Nc1cccc2cccnc12)c1ccc(S(=O)(=O)N2CCCC2)cc1	-17	50*	43	39	-4	33	-2.4	68*	-6
COc1ccc(C)cc1NC(=O)C1CC(=O)OC12CCCCC2 (stereo not drawn)	-1	21	15	14	1	16	4.2	-13	1
COc1cccc(-c2nnc(SCc3ccccn3)n2C)c1	-2	22	-1	-28	-2	9	0.7	-2	-4
CCCCC(Nc1ncnc2ccccc12)C(=O)O (stereo not drawn)	2	-5	11	-2	-2	1	-1.0	-1	-1
O=C(NN1C(=O)/C(=C/C=C/c2ccco2)SC1=S)c1ccccc1O	-3	32	5	14	-2	-3	4.1	12	9
COc1ccc(Cl)cc1N(CC(=O)Nc1ccc2c(c1)OCO2)S(C)(=O)=O	1	2	1	-14	-3	5	1.6	-3	-1
CCOC(CNc1ncnc2sc(-c3ccccc3)cc12)OCC	-4	15	33	-11	-3	22	-0.1	2	-1
Cc1cc2c(c(=O)n1CCc1ccccc1)C(c1ccco1)C(C#N)=C(N)O2 (stereo not drawn)	0	15	-20	-19	5	26	-1.0	11	0
Cc1cc(C)c(S(=O)(=O)c2c(C)cccc2C)c(Cl)n1	0	9	2	-9	0	25	-1.4	-4	-3
O=C(O)c1ccc2cccnc2n1	-1	-1	3	-9	-3	-4	1.6	-4	-1
CCOc1ccc(Nc2nc(C)cc(C)c2C#N)cc1	-4	5	16	10	6.3*	16	0.3	4	2
Cc1cc(Sc2ncnc(N)c2[N+](=O)[O-])ncn1	-2	27	30	42*	-7	27	-0.6	35	-1
Cc1ccccc1NC(=O)C(=O)N/N=C/c1cccc(Br)c1	0	-14	12	-42	0	17	1.7	1	34*
COc1ccc(CCNC(=O)Cn2c(=O)c3cccn3c3cccnc32)c(OC)c1OC	-2	0	-13	-6	8	10	-0.1	19	2
COc1ccc(NC(C)=O)cc1NC(=O)CSc1nnc(-c2cccnc2)n1C	-2	-10	-15	7	5	-2	-2.0	-3	1
COc1ccccc1CC1(C)NC(=O)N(CC(=O)Nc2cc(C)on2)C1=O (stereo not drawn)	0	9	7	6	-1	-6	-0.9	10	1
O=C(Nc1c(C(=O)N2CCC(N3CCCCC3)CC2)oc2ccccc12)c1ccc(F)cc1	-3	-6	0	9	-2	10	2.2	7	0

As entered above.
Under APJ antagonist, CCOC(CNc1ncnc2sc(-c3ccccc3)cc12)OCC has 2
Under tim10-1 inh, COc1cccc(-c2nnc(SCc3ccccn3)n2C)c1 has 22
Under beta cell repl, Cc1cc(Sc2ncnc(N)c2[N+](=O)[O-])ncn1 has -7
Under beta cell repl, O=C(NN1C(=O)/C(=C/C=C/c2ccco2)SC1=S)c1ccccc1O has -2
Under beta cell repl, Cc1ccccc1NC(=O)C(=O)N/N=C/c1cccc(Br)c1 has 0

(listing goes on)
SMILES	APJ ag	tim10-1 inh	tim23-1 inh	TIM10 inh	beta cell repl	NLRP3 yeast inh	MPTP block	APJ antagonist	GRIN3A LBD mod
O=S(=O)(c1cccc2cccnc12)N1CCN(c2ccccn2)CC1	-5	12	21	1	1	19	-1.7	12	-1
O=C(CSc1cccc(C(F)(F)F)c1)N1CCN(S(=O)(=O)c2ccccc2)CC1	0	23	18	10	-1	13	6.6	26	-2
CC(OC(=O)c1nc(Cl)ccc1Cl)C(=O)NC1CCCCC1C (stereo not drawn)	-3	8	29	-10	4	12	0.2	-4	0
CC(C)(C)c1ccc(OCC(=O)NC2CCS(=O)(=O)C2)cc1 (stereo not drawn)	-2	9	-8	7	1	13	-1.1	10	-11
COc1ccc(CNC(=O)COC(=O)c2ccco2)cc1	-2	-7	-3	-17	1	13	-0.4	-16	-2
COc1ccc(OC2CCN(S(=O)(=O)c3ccc(OC)c(OC)c3)CC2)cc1	-2	32	28	17	1	5	0.3	15	-3
COc1ccc(CN2CCNC(=O)C2CC(=O)NCC(C)(C)N2CCOCC2)cc1C (stereo not drawn)	-4	-12	7	-3	3	6	-0.8	4	-1
COc1ccc2c(c1)C=C(C(=O)NCc1ccc(Cl)cc1)CO2	0	27	35	-15	0	30	42	2	-10
CCn1c(O)c(/C=N/N=C2CCCCC2)c2cc(C3=NNC(=O)CC3)ccc21	-3	-2	23	7	0	1	0.5	17	2
CCOCCCNCC(=O)N1CCN(S(=O)(=O)c2ccc(C)cc2)CC1	2	11	24	-3	-3	-3	-1.8	25	0
CCCc1cc(=O)[nH]c(SCC(=O)N(CC)C2CCS(=O)(=O)C2)n1 (stereo not drawn)	-2	-1	-3	-13	-2	-1	-1.5	-16	1
COc1ccc(/C=C/C(=O)Nc2ccccc2C(=O)NCC(c2ccc(OC)cc2)N(C)C)cc1 (stereo not drawn)	-2	15	16	17	0	24	76*	15	3
NS(=O)(=O)c1cccc(NC(=O)CNC(=O)CC23CC4CC(CC(C4)C2)C3)c1	1	10	7	-2	-3	4	-1.5	9	0
COc1cc(CCC(=O)Nc2nnc(C)s2)cc(OC)c1OC	-3	1	4	-13	0	5	-0.9	4	-2
CCOC(=O)C1CCN(C(c2cccc(F)c2)c2sc3nc(C)nn3c2O)CC1 (stereo not drawn)	-4	6	10	-3	-1	8	-1.2	9	-2
Cc1nc2ccccc2n1C1CC(=O)N(N(C)C)C1=O (stereo not drawn)	1	3	-1	4	-1	22	-0.1	7	-5
C=CC[C@H](CC(=O)NCCO)C(=O)N[C@@H](C)COC(=O)[C@@H](CC=C)CC(=O)OC(C)(C)C	-3	-5	0	3	2	30	-0.9	-4	-2
CC(=O)N1CCOc2ccc(S(=O)(=O)N3CCC(C(=O)Nc4ccc(C)c(C)c4)CC3)cc21	1	3	-3	-8	-1	0	0.0	26	0
COC(=O)c1cc(NC(=O)C(C)c2ccc(CC(C)C)cc2)ccc1O (stereo not drawn)	1	26	9	5	-3	7	2.7	-16	3
COc1cc(CN2CC(=O)N(c3cc(Cl)ccc3C)C2=S)cc(OC)c1OC	1	-4	7	20	-7	25	0.3	-10	2
Cc1ccccc1/C=N/N1C(=O)CSC1=S	-1	14	19	13	1	26	0.7	3	-1
COc1ccc(/C=C/C(=O)CC(O)(c2ccccc2)C(F)(F)F)cc1 (stereo not drawn)	-1	47*	40	30	-6	15	0.8	4	-8
CSc1nc(C(=O)N2CCCC(N3CCN(c4ccccc4C)CC3)C2)cs1 (stereo not drawn)	-4	13	4	15	1	27	1.9	-2	-1
O=C(OCc1nnc(-c2ccccc2)o1)c1cc(=O)[nH]c2ccccc12	-3	-2	-8	2	1	11	-1.4	6	-3
Cc1ccccc1C(=O)Nc1nnc(-c2ccco2)s1	2	-13	6	-21	-2	62*	0.5	-17	-1
Cc1cc(Cl)c(O)c(-n2nc3ccccc3n2)c1	-6	23	5	25	-2	0	2.7	-9	1

Marked active in NLRP3 yeast inh, of those listed so far:
canonical_smiles	APJ ag	NLRP3 yeast inh	MPTP block	APJ antagonist	GRIN3A LBD mod
Cc1ccccc1C(=O)Nc1nnc(-c2ccco2)s1	2	62*	0.5	-17	-1
